From PubChem BioAssay
PGC1a acetyl inh: inhibitors of PGC1a acetylation signal, primary screen, cell-based, U2OS, AlphaScreen, inhibitor mode. AlphaScreen anti-acetyl-lysine; with virally co-expressed GCN5 acetyltransferase. inhibition, % at 15.6 µM. 0.17% of 350,000 active;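 active means every replicate shows inhibition of at least 40%; inconclusive means mean inhibition at least 40% but some replicate below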;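 further: 0% = neutral control wells and 100% = positive control wells; some results beyond the cut were filed as inactive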
GSIS activator: GLuc luminescence reporter in INS-1E cells, primary screen for activators of glucose-dependent secretion of insulin. AID 743287, 2014. INS-1E GLuc reporter insulin secretion, 2-3 h. activation, % at 16.6 µM. 0.61% of 370,000 active;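 active means lowest replicate activation of at least 40%, so every replicate reaches that level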;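 further: 0% = median of neutral control wells and 100% = median of IBMX positive control wells; some compounds called inactive have numbers as strong as hits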
Statin myotox sup: suppressors of statin myotoxicity in C2C12 myotubes, primary screen, cell-based, single point, plate reader; C2C12 myotubes + simvastatin, ATP luminescence, 48 h; scaled: DMSO 0, geranylgeraniol control 100; rescue of ATP level, % at 7.49 µM; AID 602340, 2012; 0.78% of 330,000 active;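 active means mean ATP rescue above about 67%, or every replicate alone reaching that limit, limit read from the data, passing the limit was not always enough; inconclusive means no clear call, values can overlap the other calls; inactive means mean under the limit and some replicate under it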;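 further: myotubes were challenged with 10 µM simvastatin during compound exposure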
Cneo AK release: Cryptococcus neoformans cell lysis inducers, primary screen, AK release luminescence, single concentration; AID 651654, 2012; 0.2% of 360,000 active; C. neoformans lysis, adenylate kinase release luminescence, 4 h; normalised: neutral wells 0, clomiphene wells 100; lysis activity, % at 15 µM;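 active means mean lysis activity across replicates of at least 80%, whatever share of replicates individually reach that level; inactive means mean lysis activity below 80%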
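Material: C. neoformans cells; Schedule: 4 h static compound exposure, 37 °C, read 1 h post-reagent; Measured by: adenylate kinase release luminescence; Read-out: signal increase indicating cell lysis; Controls: Clomiphene as positive lysis control.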
LGR2 inh: inhibitors of bursicon-induced LGR2 CRE-luciferase signal, primary screen, cell-based, HEK293, CRE-luciferase reporter, bursicon stimulation | AID 720647, 2013 | inhibition, % at 9.99 µM | 0.35% of 380,000 active | bursicon-stimulated, 4 h;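 active means drop in luminescence signal, shown as inhibition above about 50% in the replicate tests, limit read from the data, passing the limit was not always enough; inconclusive means probably only some replicates passing the limit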;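 further: agonist challenge used bursicon conditioned medium at about half maximal strength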
PAX8 inh HTS: inhibitors of PAX8-driven TPO luciferase reporter, primary screen, RMG-I cells, single concentration; SteadyGlo, 24 h; inhibition, % at 12.6 µM; 1.2% of 360,000 active;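 active means mean replicate inhibition at least 60% with every replicate also reaching 60%; inconclusive means only one of the two criteria is met; inactive means mean below 60% and not all replicates reaching 60%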;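 further: luciferase light reporting Pax8 driven TPO promoter activity; plate controls were median of neutral control wells for no effect and mitoxantrone controls for full effect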
ARNT TACC3 PPI: disruptors of ARNT/TACC3 protein interaction, primary screen, biochemical, AlphaScreen, single concentration | Transforming acidic coiled-coil-containing protein 3 (Homo sapiens), Q9Y6A5 | AlphaScreen His-ARNT PAS-B/GST-TACC3 binding, luminescence; TACC3 fragment carries E629A point mutation | inhibition, % at 9.99 µM | 0.66% of 390,000 active | AID 623870, 2012;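 active means mean inhibition of replicates at least 50% and at least half of replicates each reaching 50%; inconclusive means half or more replicates reach 50% but mean below 50%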;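 further: 0% = complete ARNT plus TACC3 wells and 100% = ARNT alone without TACC3; many hits fall short of the cut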
PglD inh: C. jejuni PglD acetyltransferase inhibitors, primary screen, biochemical, DTNB colorimetric, single point; purified PglD enzyme, DTNB colorimetric CoA detection; AID 602405, 2012; inhibition, % at 12.5 µM; 0.098% of 360,000 active; in the data active means inhibition above about 16%, passing the limit was not always enough; inconclusive means no clear call, values can overlap the other calls; further: strong numbers were not always called active
Numbers without * were called inactive; ? = inconclusive; nt = not tested or not shown.

Preview, seven compounds:
SMILES	PGC1a acetyl inh	GSIS activator	Statin myotox sup	Cneo AK release	LGR2 inh	PAX8 inh HTS	ARNT TACC3 PPI	PglD inh
COc1ccccc1C(=O)Nc1cccc(NC(=O)c2ccccc2OC)n1	nt	-2	-28	1	-9	-13	-3	-1
CC(=O)c1cccc(-c2ccnc3c2CC(C(=O)Nc2ccc(F)c(Cl)c2)O3)c1 (configuration not stated)	nt	-34	9	0	7	13	nt	2
Cc1nc2cnccc2n1C	-3	10	5	4	10	4	2	7
Cc1nc2c(-c3ccc(Cl)cc3)cnn2c(N)c1-c1ccc(F)cc1	nt	-8	-66	-5	3	-115	0	5
O=C1CC(c2ccc(O)cc2)Oc2cc(O)ccc21 (configuration not stated)	5	nt	-1	-3	nt	nt	-10	0
CCCCOc1ccc(Cl)cc1CSc1nnc(C)n1N	8	nt	3	-8	nt	nt	nt	-1
C[C@@H]1CCCCO[C@@H](CN(C)Cc2ccc(C(F)(F)F)cc2)[C@H](C)CN([C@@H](C)CO)C(=O)c2cc(NS(=O)(=O)c3cccs3)ccc2O1	-9	-25	72*	0	10	?	-3	4

Results, from the start:
SMILES	PGC1a acetyl inh	GSIS activator	Statin myotox sup	Cneo AK release	LGR2 inh	PAX8 inh HTS	ARNT TACC3 PPI	PglD inh
COc1ccccc1C(=O)Nc1cccc(NC(=O)c2ccccc2OC)n1	nt	-2	-28	1	-9	-13	-3	-1
CC(=O)c1cccc(-c2ccnc3c2CC(C(=O)Nc2ccc(F)c(Cl)c2)O3)c1 (configuration not stated)	nt	-34	9	0	7	13	nt	2
Cc1nc2cnccc2n1C	-3	10	5	4	10	4	2	7
Cc1nc2c(-c3ccc(Cl)cc3)cnn2c(N)c1-c1ccc(F)cc1	nt	-8	-66	-5	3	-115	0	5
O=C1CC(c2ccc(O)cc2)Oc2cc(O)ccc21 (configuration not stated)	5	nt	-1	-3	nt	nt	-10	0
CCCCOc1ccc(Cl)cc1CSc1nnc(C)n1N	8	nt	3	-8	nt	nt	nt	-1
C[C@@H]1CCCCO[C@@H](CN(C)Cc2ccc(C(F)(F)F)cc2)[C@H](C)CN([C@@H](C)CO)C(=O)c2cc(NS(=O)(=O)c3cccs3)ccc2O1	-9	-25	72*	0	10	?	-3	4
O=C(Nc1cccc(Cl)c1)c1ccc(NCC2CCCO2)c([N+](=O)[O-])c1 (configuration not stated)	4	3	-33	-1	-28	-11	-5	-1
CCCc1cc(C(=O)NNC(=S)Nc2cccc(C)c2)cs1	nt	1	nt	-7	-40	-51	16	5
COc1cc(/C=C2/SC(=O)N(CC(=O)N3CCCC3)C2=O)ccc1Oc1ccc([N+](=O)[O-])cn1	2	14	4	2	10	23	6	0
COC(=O)c1[nH]c2ccc(Br)cc2c1NC(=O)C(C)N1CCN(C2CCCCC2)CC1 (configuration not stated)	4	nt	-5	2	nt	nt	nt	-1
COc1ccc(CCNC(=O)[C@H](CC(C)C)NC(=O)N2CCn3c2nc2ccccc23)cc1OC	-1	nt	-11	-4	-9	-25	2	6
Cc1ccc(CNC(=O)CN2CCCC(C)C2)cc1 (configuration not stated)	nt	5	3	-5	21	nt	-10	7
CC=Cc1ccc2n(c1=O)C[C@@H]1[C@@H](CO)[C@H](C(=O)NCCc3ccccc3)N(C(C)=O)[C@H]21 (mixture of isomers)	nt	2	11	29	-1	nt	8	5
COc1ccc(/C=C/C(=O)NC(=S)NNC(=O)c2ccco2)cc1	-6	nt	15	5	nt	nt	2	-3
CCCN1[C@@H]2Cn3c(ccc(-c4cccnc4)c3=O)[C@H]1[C@@H](C(=O)NCCc1cn(C)cn1)[C@@H]2CO	nt	15	-17	-1	-4	1	2	8
NC1=NC(=Nc2ccc(Br)cc2)c2ccccc21	12	4	nt	-1	-17	-5	-6	3
COc1cc(CNc2ccccc2)c([N+](=O)[O-])cc1OC	2	5	-3	3	-1	19	8	-2
CC(=O)c1cn(CC(=O)NCc2cccnc2)c2ccccc12	-3	30	4	-1	-8	nt	-3	2
O=c1c2c(nc3n1CCCCC3)sc1c(O)cccc12	3	nt	6	-4	nt	nt	6	2
CN(C)C(=O)c1cccc(-c2ccc([C@H]3[C@@H](CO)N4CCCCN(C(=O)C5CCCC5)C[C@H]34)cc2)c1	-8	nt	nt	-1	nt	11	-5	-1
CC1CCCCC12NC(=O)N(CC(=O)N1CCN(Cc3ccc(C#N)cc3)CC1)C2=O (configuration not stated)	1	1	-15	1	0	13	-11	6
CCc1ccc(N2CC(C(=O)Nc3ccc(S(=O)(=O)Nc4ncccn4)cc3)CC2=O)cc1 (configuration not stated)	3	-19	-15	1	-39	2	nt	6
O=C(NCc1ccccn1)c1ccccc1-c1ccccc1	1	-4	nt	nt	-18	8	35	nt
O=C(Nc1ccccc1)C1CCCCN1S(=O)(=O)c1ccccc1 (configuration not stated)	-6	2	-1	-1	3	2	-7	-2

The list continues:
SMILES	PGC1a acetyl inh	GSIS activator	Statin myotox sup	Cneo AK release	LGR2 inh	PAX8 inh HTS	ARNT TACC3 PPI	PglD inh
C[C@H]1CN([C@@H](C)CO)C(=O)c2cc(NS(=O)(=O)c3ccc(Cl)cc3)ccc2O[C@@H]1CN(C)S(=O)(=O)c1ccc(Cl)cc1	-18	6	-38	-1	2	0	-2	2
O=C(N1CCOCC1)[C@]1(CCS(=O)(=O)c2ccccc2)N=C(c2ccc(OCCCO)cc2)O[C@@H]1c1ccccc1	-17	nt	nt	4	nt	nt	0	2
CCOC(=O)CSc1nc2cc(OCC)ccc2cc1C#N	nt	6	1	1	-104	nt	18	2
CCOC(=O)CCCCC(=O)c1[nH]c(=O)[nH]c1C[n+]1ccc(C)cc1	nt	8	-4	0	-12	-4	8	-3
Cc1ccc(NS(=O)(=O)c2cc(NC(=O)c3cc4c(s3)CCCC4)ccc2C)c(C)c1	-7	-20	nt	-2	8	-4	4	-3
Cc1ccccc1S(=O)(=O)N1CC(=O)N2[C@H](CO)[C@@H](c3ccc(C#CCC4CCCC4)cc3)[C@H]2C1	-9	15	nt	nt	0	-2	nt	nt
CO[C@H]1CN(C)C(=O)c2ccc(NS(=O)(=O)c3ccccc3C)cc2OC[C@@H](C)N(S(C)(=O)=O)C[C@@H]1C	-2	5	3	-2	4	nt	-2	5
O=C(NNC1=C(C(=O)C(F)(F)F)CCC1)c1cccc(Cl)c1	1	nt	-2	-1	nt	nt	nt	4
C[C@@H]1CCCCO[C@@H](CN(C)C(=O)CCC(F)(F)F)[C@@H](C)CN([C@H](C)CO)C(=O)c2cc(NC(=O)Nc3ccc4c(c3)OCO4)ccc2O1	1	5	38	1	-17	-12	-1	-2
O=C(CC1CC1)N1CC(=O)N2[C@H](C1)[C@@H](c1ccc(-c3cccnc3)cc1)[C@@H]2CO	8	2	nt	nt	-3	-15	nt	nt
C[C@@H]1CN([C@@H](C)CO)C(=O)c2cccc(NC(=O)Nc3ccccc3)c2O[C@@H]1CN(C)Cc1ccc(-c2ccccc2)cc1	7	-11	-7	0	nt	15	10	-44
CCOc1cc(/C=C2\C(=O)N(CCC#N)N=C2C)ccc1OCC(N)=O	nt	1	nt	nt	-3	5	0	nt
CO[C@@H](CN(C)C(=O)Nc1ccc(F)cc1)[C@@H](C)CN(Cc1ccccc1Cl)[C@H](C)CO	-8	-10	-19	4	-25	nt	5	0
O=C(Cc1c(F)cccc1Cl)Nc1ccc(S(=O)(=O)N2CCCC2)cc1	5	-6	nt	-8	0	-3	3	3
COCCn1c(=O)[nH]c2cc(C(=O)Nc3ccc(OC)c(Cl)c3)ccc2c1=O	nt	nt	2	-1	nt	nt	-2	-5
Cc1cccc(OCC(=O)Nc2cc(C)c(C)cc2O)c1	2	5	11	0	1	nt	-20	0
O=[N+]([O-])c1ccc(C[n+]2ccccc2)cc1	3	8	-5	1	14	2	-22	0
O=C(NCCc1ccc2c(c1)OCCO2)c1cc2ccccc2o1	11	nt	-5	4	nt	-9	nt	1
CCCCCCC[C@@H](C/C=C/CCC(=O)O)OC	?	14	0	1	-5	-8	1	0
COc1ccc(NC(=O)CSCC(=O)N(C)Cc2c(F)cccc2Cl)cc1	nt	-5	14	1	-3	-8	1	-1
O=C(C[C@@H]1C=C[C@@H](NS(=O)(=O)c2ccccc2)[C@H](CO)O1)N1CCC(Cc2ccccc2)CC1	8	-17	nt	nt	10	0	nt	nt
C[C@@H]1CCCCO[C@H](CN(C)S(=O)(=O)c2cccs2)[C@H](C)CN([C@@H](C)CO)C(=O)c2cc(NS(=O)(=O)c3ccccc3)ccc2O1	-1	-8	nt	-2	5	25	-11	1
O=C(NCC1COc2ccccc2O1)c1cccc(S(=O)(=O)N2CCCCC2)c1 (configuration not stated)	-5	-39	22	-5	5	11	-8	2
O=C(NCCS(=O)(=O)N1CCN(c2ccccc2)CC1)C1CCCCC1	-1	-5	9	0	5	10	nt	-3
Cc1ccccc1-n1nc(C)c2cc(C(=O)NC3CC3)sc21	9	nt	4	5	nt	nt	nt	4
CCOc1ccccc1OCCN1CCC(Cc2ccccc2)CC1	4	5	1	3	1	7	3	4
C=CCOC(=O)CN1C(=O)c2ccccc2C1=O	nt	nt	nt	4	nt	0	1	-2
